PMI act hi M6P: PMI (human) activation, high substrate | P34949 | coupled PMI enzyme assay, resazurin fluorescence, 20 min; stronger effect = higher value; 1 = untreated enzyme, 0 = substrate-free blank | activation factor at 20 µM | 190,000 tested, 0.34% active;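 active = activation factor of 2 or more at 20 µM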
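Test system: human phosphomannose isomerase with PGI, G6PDH, diaphorase coupling enzymes; amount: 15 ng/mL PMI; incubation: enzyme reaction with compound 20 min at room temperature; technique: resorufin fluorescence (Ex 544/Em 590 nm) from resazurin via diaphorase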
TLR4-MyD88 BLA: TLR4-MyD88 interaction inhibition in cells | AID 861 | 200,000 tested, 0.18% active | HeLa CL3-4 TLR4/MyD88 BLA complementation, FRET ratio | inhibition, % at 8.4 µM; in the data active = inhibition above about 25%;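 also: 0% = vehicle and 100% = reference inhibitor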
Target sequence (O00206 whole entry, looked up): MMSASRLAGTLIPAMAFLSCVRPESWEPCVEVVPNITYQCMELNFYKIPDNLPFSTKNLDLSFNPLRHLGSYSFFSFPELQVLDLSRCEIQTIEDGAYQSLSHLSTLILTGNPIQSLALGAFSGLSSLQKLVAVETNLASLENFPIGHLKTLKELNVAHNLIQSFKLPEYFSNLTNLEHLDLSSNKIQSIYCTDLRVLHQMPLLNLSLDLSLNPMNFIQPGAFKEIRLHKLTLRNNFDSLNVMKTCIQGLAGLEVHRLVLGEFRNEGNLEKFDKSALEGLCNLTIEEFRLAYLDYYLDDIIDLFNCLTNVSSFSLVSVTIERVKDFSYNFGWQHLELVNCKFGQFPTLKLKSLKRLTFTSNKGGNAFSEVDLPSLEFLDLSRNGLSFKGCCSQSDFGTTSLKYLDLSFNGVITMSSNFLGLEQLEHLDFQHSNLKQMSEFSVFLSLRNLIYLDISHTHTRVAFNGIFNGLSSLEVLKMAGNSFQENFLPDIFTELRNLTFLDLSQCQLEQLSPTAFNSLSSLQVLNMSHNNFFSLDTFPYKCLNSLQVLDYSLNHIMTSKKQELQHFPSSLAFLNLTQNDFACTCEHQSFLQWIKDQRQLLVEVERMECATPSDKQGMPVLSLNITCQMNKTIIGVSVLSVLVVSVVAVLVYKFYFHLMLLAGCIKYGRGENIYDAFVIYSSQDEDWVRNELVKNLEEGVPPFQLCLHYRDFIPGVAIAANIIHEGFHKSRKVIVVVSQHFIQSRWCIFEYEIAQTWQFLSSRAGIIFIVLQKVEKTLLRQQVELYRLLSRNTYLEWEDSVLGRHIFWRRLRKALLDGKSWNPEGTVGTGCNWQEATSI
Target sequence (Q99836 whole entry, looked up): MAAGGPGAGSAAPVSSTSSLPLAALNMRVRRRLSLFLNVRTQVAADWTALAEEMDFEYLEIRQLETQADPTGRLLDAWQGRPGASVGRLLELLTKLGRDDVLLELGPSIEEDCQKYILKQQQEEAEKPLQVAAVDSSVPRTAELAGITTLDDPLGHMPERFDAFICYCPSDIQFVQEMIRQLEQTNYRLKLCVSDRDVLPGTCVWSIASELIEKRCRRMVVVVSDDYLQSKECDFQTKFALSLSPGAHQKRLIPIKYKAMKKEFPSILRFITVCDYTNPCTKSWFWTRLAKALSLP
Diaph act CS: diaphorase activation or chemical reduction counter-screen; activation factor at 20 µM; 190,000 tested, 0.005% active; AID 1229; Diaphorase/resazurin coupled assay, resorufin fluorescence, 16 min; stronger effect = higher value; 1 = vehicle wells, 0 = NADH-free wells;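 active = diaphorase activity raised at least twofold by the compound at 20 µM; inactive = activation factor below 2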
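Material: bacterial diaphorase enzyme (C. kluyveri); amount: enzyme 0.07 U/mL final; reagent: NADH substrate 0.114 mM plus resazurin dye 0.1 mM, final; doses: single compound dose of 20 µM, 1% DMSO final; timing: 16 min enzyme reaction, ambient temperature; measured by: fluorescence of resorufin, 544 nm excitation, 590 nm emission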
Diaphorase inh: counter-screen for diaphorase-based assays: diaphorase inhibitors and chemical oxidizers | diaphorase resazurin-to-resorufin fluorescence, NADH, 16 min; bacterial (C. kluyveri) enzyme, not human | 190,000 tested, 0.69% active | AID 1217 | inhibition, % at 20 µM;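 active = primary screen inhibition at 20 µM above a set limit, cut at about 50% in these data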;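 also: plate controls were DMSO with full reaction for no effect and wells lacking NADH for full effect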
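System: Diaphorase enzyme from Clostridium kluyveri | Amount: Enzyme working solution with 0.14 U/mL diaphorase | Benchmarks: No-NADH positive control and DMSO neutral control | Signal: Fluorescence of resorufin formed from resazurin, Ex 544/Em 590 nm | Schedule: 16-min room-temperature incubation before reading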
L major viab: Leishmania major promastigote growth inhibition; Leishmania major promastigotes, resazurin fluorescence viability; inhibition, % at 10 µM; 200,000 tested, 9% active; AID 1063;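 also: promastigotes grown with compound for 44 hours at 28 °C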
Hsp70 activator: Hsp70 transcriptional activation, primary screen | HeLa Hsp70 promoter luciferase reporter, luminescence; scaled: vehicle 0, proteasome-inhibitor control 100% | activation, % at 10 µM | 200,000 tested, 0.04% active | AID 1203;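 active = activation above the mean across all tested compounds plus 3 SD, cutoff set per campaign, cut at about 5.5% in these data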;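 also: 100% = MG132 at 30 µM as the positive control and 0% = DMSO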
RAM inhibit: inhibitors of the yeast RAM network; S. cerevisiae dse1pr::URA3 reporter, 5-FOA growth OD615, 2 d; analog-sensitive cbk1-as2 kinase mutant strain; inhibition, % at 50 µM; 190,000 tested, 1.8% active;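 active = inhibition above a set limit, 3 SD over mean compound inhibition, cut at about 8.4% in these data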;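 also: 0% = DMSO-only wells with no growth and 100% = 10 µM 1-NA-PP1 full growth; inhibition rescues growth on 5-FOA so higher OD means more RAM inhibition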
G6PDH CS: L. mesenteroides G6PDH inhibition counter-screen | Purified L. mesenteroides G6PDH, diaphorase/resazurin coupled fluorescence, 45 min | inhibition, % at 5 µM | 200,000 tested, 0.12% active
S1P3 antagonist: S1P3 (human) receptor antagonism; AID 485; 170,000 tested, 0.27% active; inhibition, % at 4.98 µM; CHO S1P3 NFAT-BLA reporter, FRET fluorescence, antagonist mode; Q99500;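 active = inhibition above the plate cutoff, the mean inhibition of test wells on that plate plus 3 SD, cut at about 28% in these data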;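 also: cells challenged with S1P at its EC80 of 0.8 µM; blue over green emission ratio from cleaved BLA substrate after 4 h stimulation; 0% = S1P-stimulated wells and 100% = unstimulated DMSO-only wells; some compounds past the cut are filed as inactive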
Redox H2O2 prof: compounds producing H2O2 with reducing agent – biochemical, NIH compound library profiling, artefact control for MLSCN library redox annotation, primary screen | 200,000 tested, 0.03% active | activation, % at 10 µM | DTT-dependent redox cycling H2O2, phenol red/HRP absorbance; 100% = 100 µM peroxide control, 0% = buffer;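 active = activation of at least 50% relative to the plate's high and low controls in the primary single-dose screen; inactive = activation below 50%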;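 also: compound incubated with DTT at 0.8 mM final as the reducing agent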
PMI act: increases human mannose-6-phosphate isomerase activity. P34949. purified human PMI, coupled resazurin fluorescence, 20 min; stronger effect = higher value; 1 = vehicle control, 0 substrate-free wells. activation factor at 20 µM. 190,000 tested, 0.005% active. AID 1214;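 active = activation factor of 2 or more at 20 µM, relative to plate controls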
Starred values were filed as active, the others as inactive; · = not tested or not shown. Rule as the data show it, unless noted: active = inhibition above about 50%; inactive = the rest.

item	Compound	Hsp70 activator	G6PDH CS	TLR4-MyD88 BLA	S1P3 antagonist	PMI act	Diaphorase inh	Redox H2O2 prof	PMI act hi M6P	RAM inhibit	L major viab	Diaph act CS
1	FC(F)(F)c1nnc2ccc(NCn3nnc4ccccc43)nn12	-0.2	30	15	19	0.9	8	2.4	0.9	0.3	16	0.9
2	c1ccc(CSc2ncn[nH]2)nc1	0.4	6	15	-2	0.9	4	-0.9	0.8	1.6	10	1
3	Cc1cc(C)c(C)c(S(=O)(=O)N2CCN(CC(=O)Nc3sccc3C#N)CC2)c1C	-0.6	-2	-10	-4	1	12	-0.4	1	3.6	57*	0.9
4	O=C(CNc1ccccc1)N/N=C/c1c[nH]c2ccccc12	-0.2	16	3	7	0.9	18	0.2	0.9	0.4	-2	0.8
5	CCc1cccc(CC)c1NC(=O)Cn1c(-c2ccccc2Cl)nc2ccccc21	-0.2	12	16	4	0.8	9	-0.4	0.9	0.6	0	0.9
6	Cn1c(SCC(=O)Nc2ccc(N3CCOCC3)c(Cl)c2)nnc1-c1ccccc1	-0.1	·	-2	16	·	·	0.8	·	·	6	·
7	CCCCC#Cc1ccccc1CC(=O)Nc1ccccc1	-0.4	19	8	-1	1.2	25	0.4	1.3	1.1	-5	0.7
8	COc1ccccc1NCC(=O)N/N=C(\C)c1cccs1	0.2	5	11	-17	1	12	0.0	0.9	-0.6	1	0.9
9	CCCCC(CC(O)COCCC)C(=O)NN (stereo unspecified)	0.1	-7	-4	-19	·	·	-1.0	·	0.4	-12	·
10	CCOC(=O)c1cc(C)sc1/N=C/C1C(=O)CCCC1=O	0.0	-9	-6	12	0.9	2	-0.4	0.9	0.3	-7	1
11	Cc1ccc(/C=N/N2CCN(c3ccncc3S(=O)(=O)N3CCCCC3)CC2)cc1	-0.2	0	-6	·	0.8	22	0.9	0.8	3.0	67*	0.8
12	CC(=O)c1cccc(NC(=O)CN2C(=O)NC3(CCCCCCC3)C2=O)c1	0.0	-1	-8	-13	0.9	10	2.7	0.9	2.1	3	0.9
13	Cc1nc(SCC(=O)c2cc3ccccc3oc2=O)c(C#N)c(-c2cccs2)c1C(=O)Nc1ccccc1	-0.1	10	9	9	1.1	18	0.0	1.1	5.4	0	0.8
14	COc1ccccc1CNC(=O)c1cccs1	0.2	1	-13	·	0.9	2	-1.8	1	2.7	-4	1
15	Cn1ncc(Cl)c1C(=O)Nc1ccc(Cl)cn1	-0.1	11	1	·	0.9	14	2.7	0.9	2.4	-1	0.9
16	O=[N+]([O-])c1ccc(-c2csc(NN=C3CCCC3)n2)cc1	0.1	9	-2	3	1	10	-0.1	1	2.9	-1	0.9
17	c1ccc2c(c1)c1ccccc1n2CN1CCOCC1	-0.1	3	2	·	1	12	0.7	1	1.4	-2	0.9
18	Cn1c(C(=O)NC2CCCCC2)cc2c(=O)n(C)c3ccccc3c21	-0.3	-7	3	-7	1	15	-0.4	1	0.8	5	0.8
19	CCN(CC)S(=O)(=O)c1ccc(/C=C/C(=O)OCC(=O)NCc2ccc3c(c2)OCO3)cc1	-0.3	1	3	-6	1.1	9	-1.7	1.1	4.5	-9	0.9
20	Cc1cc(C)nc(Sc2ccc(/C=C(\C#N)C(N)=O)o2)n1	0.0	-2	-10	-8	1	10	-0.1	1	0.7	9	0.9

Later entries.
item	Compound	Hsp70 activator	G6PDH CS	TLR4-MyD88 BLA	S1P3 antagonist	PMI act	Diaphorase inh	Redox H2O2 prof	PMI act hi M6P	RAM inhibit	L major viab	Diaph act CS
21	O=c1sc2ccccc2n1Cc1ccccc1	-0.1	7	10	-21	1	-4	-1.4	1.1	0.2	4	1
22	O=C(O)CC(C(=O)Nc1cccc(C(F)(F)F)c1)C1CCCO1 (stereo unspecified)	-0.2	6	12	3	1.1	5	2.5	1	0.8	-6	0.9
23	COc1ccc(/C=N/NC(=O)c2cc(-c3cccn3C)n[nH]2)cc1OC	-0.4	-11	-7	-9	1.1	10	-0.2	1.1	1.0	-9	0.9
24	CN1CCN(C(=O)c2ccc(Cl)c(S(=O)(=O)N3CCCCC3)c2)CC1	0.0	17	-3	-16	1	3	-1.0	1.1	1.6	-9	1
25	COc1ccc([N+](=O)[O-])cc1NC(=O)CCC(=O)c1cccs1	-0.3	4	8	-4	1	-2	0.3	1	3.1	4	1
26	CCOC(=O)C(C)CC(C)C(=O)N1CCOCCOCCN(C(=O)C(C)CC(C)C(=O)OCC)CCOCC1 (stereo unspecified)	-0.2	19	8	·	1.1	6	0.6	1	1.5	-5	0.9
27	Cc1cccc(NC(=O)CCCN2C(=S)NC(C)(C)CC2C)c1C (stereo unspecified)	-0.1	0	7	-4	1.1	8	-1.9	1.1	0.6	2	0.9
28	O=C(/C(=N\O)n1cncn1)c1ccc(Cl)cc1Cl	-0.2	1	-18	-28	1.3	5	-1.0	1.3	0.9	-6	0.9
29	COC(=O)c1cc(Cl)c(NC(=O)c2ccc(C(C)(C)C)cc2)cc1OC	-0.2	-32	-15	·	0.8	22	2.3	0.8	3.1	4	0.8
30	Cc1ccc(-n2c(-c3nn(C)cc3Cl)n[nH]c2=S)cc1	-0.2	14	-5	2	1.1	6	-0.4	1	1.5	-6	0.9
31	CN(C)CCC#CC(O)(c1ccccc1)c1ccccc1	-0.2	-8	-2	3	1	3	-0.1	1	1.4	21	1
32	COC(=O)c1cccc(Cn2c(Cl)c(/C=N/NC(=O)c3ccccc3Cl)sc2=O)c1	-0.3	2	-5	·	1	14	4.4	1	5.8	8	0.9
33	CN(c1ccccc1)S(=O)(=O)c1ccc(C(=O)Nc2nccs2)cc1	0.3	3	-15	0	0.9	25	-1.5	0.9	0.9	5	0.8
34	CC1Oc2ccccc2N(CC(=O)NCC2CCCO2)C1=O (stereo unspecified)	0.0	4	-2	-14	1	0	-0.1	1	2.0	-4	1
35	Cc1ccc(NC(=O)CNCc2ccccc2)cc1Br	-0.1	1	7	-13	1	3	-0.6	1	-0.3	-7	1
36	O=C(CSCCO)Nc1ccc(C2CCCCC2)cc1	0.1	17	-1	-4	0.8	17	-2.6	0.9	2.1	-6	0.8
37	C/C(=N\NC(=O)C(N)=O)c1ccc2c(c1)OCCO2	0.2	12	19	-9	1.2	14	-0.3	1	-0.1	-3	0.9
38	CCCCN1CNC(=S)N(CCc2ccccc2)C1	-0.2	-2	-8	0	0.9	16	-0.6	1	-0.3	-8	0.8
39	CCOP(=O)(O)c1ccccc1OCCCCCOc1ccccc1P(=O)(O)OCC	-0.1	11	-12	·	0.9	9	0.5	1	0.5	-12	0.9
40	O=C(OCc1nc2ccccc2s1)C1CCN(S(=O)(=O)c2cccs2)CC1	0.1	2	1	-20	0.9	16	-0.7	1	9.9*	-1	0.8

Marked active in RAM inhibit (from the list above):
No.	mol	Hsp70 activator	TLR4-MyD88 BLA	S1P3 antagonist	PMI act	Redox H2O2 prof	PMI act hi M6P	RAM inhibit
40	O=C(OCc1nc2ccccc2s1)C1CCN(S(=O)(=O)c2cccs2)CC1	0.1	1	-20	0.9	-0.7	1	9.9*

Continued:
item	Compound	Hsp70 activator	G6PDH CS	TLR4-MyD88 BLA	S1P3 antagonist	PMI act	Diaphorase inh	Redox H2O2 prof	PMI act hi M6P	RAM inhibit	L major viab	Diaph act CS
41	O=C(COC(=O)c1cc(Cl)nc2ccccc12)c1ccc(Cl)cc1	-0.2	3	4	-11	0.8	13	0.7	0.9	8.2	-3	0.9
42	O=C(Cc1ccc(F)cc1)Oc1ccc(C(=S)N2CCCC2)cc1	-0.4	1	-13	8	0.9	16	-0.4	0.9	2.5	13	0.8
43	CCN(CC)c1ccc(N2C(=O)/C(=C/c3cccnc3)SC2=S)cc1	-0.3	6	1	·	0.9	15	4.4	0.8	3.3	-3	0.9
44	Cc1ccc2nc3c(c(N)c2c1)CCN3c1ccccc1	-0.2	3	3	13	1	18	1.4	0.9	1.6	89*	0.8
45	COc1ccc(-n2c(Cc3cccn3C)nnc2SCC(=O)NCc2ccc(F)cc2)cc1	-0.4	-4	-7	0	0.8	15	-2.6	0.8	3.7	-3	0.8
46	Cc1ccc(NC(=O)c2ccccc2)cc1OC(=O)c1ccccc1	0.1	3	-10	·	0.9	13	-7.5	0.9	1.8	4	0.9
47	Oc1[nH]c(=S)sc1/C=C1\C(c2ccccc2)=Nc2ccccc21	-0.3	6	-8	-23	0.9	9	1.0	0.9	4.7	83*	0.9
48	CC(C)N1CCN(Cc2cccs2)CC1CCO (stereo unspecified)	-0.1	10	-3	-16	1	-17	-1.7	1	1.6	2	1.2
49	CCSc1nc2sc3c(c2c(=O)n1C1CCCCC1)CCN(C)C3	·	4	·	·	1.4	39	·	1.3	·	·	0.6
50	CCOC(=O)c1sc2cc([N+](=O)[O-])cc(SCCO)c2c1N	-0.2	-28	-2	-10	0.9	10	0.4	1	7.3	48	0.9
51	CCC(CC)NC(=O)Cc1ccccc1[N+](=O)[O-]	-0.2	-14	-6	·	1	15	1.4	0.9	1.0	-5	0.9
52	O=C(CCC1CCCN(C(=O)c2cncs2)C1)NCc1ccc(F)c(F)c1 (stereo unspecified)	-0.3	15	8	-10	1	4	-0.6	0.9	0.5	1	1
53	CCc1ccc(C2CC(=O)N3CN(c4ccccc4)CSC3=C2C#N)cc1 (stereo unspecified)	0.6	19	-9	-39	1	55*	-2.6	1.5	4.6	7	0.5
54	CCOC(=O)c1ccc(NC(=O)C2(c3ccccc3)CCOCC2)cc1	-0.5	3	21	·	1	12	0.5	1	0.1	23	0.9
55	CCOC(=O)c1nn(-c2ccccc2F)c2nc(-c3ccco3)c(C#N)c(=O)n12	-0.2	-6	-5	-8	1	4	0.1	1.1	4.9	-3	1
56	Clc1ncccc1-c1nnn(-c2ccccc2Br)n1	0.1	3	-15	-29	0.9	13	0.2	1	3.5	4	0.9
57	Cc1ccc(CNC(=O)[C@H]2C[C@@H]2[C@H](NP(=O)(c2ccccc2)c2ccccc2)c2ccccc2)o1	-0.3	16	-8	-10	1	10	0.3	1	1.6	-4	0.9
58	c1ccc(NCc2nc3ccccc3n2CCOc2ccccc2)cc1	0.1	-33	-4	7	0.9	13	0.3	0.9	-0.7	13	0.9
59	Cc1ccc(CN2C(=O)CCC2C(=O)NCc2ccc(F)cc2)cc1 (stereo unspecified)	-0.2	3	0	-11	1	5	0.0	1	2.5	-5	1
60	COc1ccc(N2CCN(C(=O)CCc3nc(-c4ccc(C)cc4)no3)CC2)cc1	-0.4	7	3	·	1.1	4	-0.1	1	1.1	-3	1
